# Compound activity as filed in PubChem.
# ABHD5-PLIN5 inh – blocks binding of human ABHD5 to perilipin-5; Q00G26+Q8WTS1; Split G. princeps luciferase complementation, luminescence, 4 h; inhibition, % at 4 µM; 360,000 compounds, 0.78% hits;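 active means inhibition above the mean inhibition across every tested compound plus 3 SD, cut at about 22% in these data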;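 further: 0% = DMSO only wells and the 100% control is not disclosed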
# TWEAK-Fn14 inh – blocks TWEAK-Fn14 interaction in a reporter cell assay; TWEAK-stimulated Fn14 reporter cells, luciferase luminescence, 8 h; inhibition, % at 10 µM; 360,000 compounds, 2% hits; AID 1159606; in the data active means inhibition above about 50%
# NR2F2 inh – inhibitors of human COUP-TFII (NR2F2). HEK293T NGFI-A luciferase reporter, luminescence. P24468. 370,000 compounds, 0.7% hits. inhibition, % at 8.6 µM;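 active means inhibition above a per-plate cutoff, mean inhibition of test wells between control levels plus 3 SD, cut at about 38% in these data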;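 further: cells cotransfected with COUP-TFII expression vector driving the NGFI-A reporter; 0% = median of COUP-TF2 test wells and 100% = reporter-only cells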
# Target sequence (P24468 whole entry, looked up): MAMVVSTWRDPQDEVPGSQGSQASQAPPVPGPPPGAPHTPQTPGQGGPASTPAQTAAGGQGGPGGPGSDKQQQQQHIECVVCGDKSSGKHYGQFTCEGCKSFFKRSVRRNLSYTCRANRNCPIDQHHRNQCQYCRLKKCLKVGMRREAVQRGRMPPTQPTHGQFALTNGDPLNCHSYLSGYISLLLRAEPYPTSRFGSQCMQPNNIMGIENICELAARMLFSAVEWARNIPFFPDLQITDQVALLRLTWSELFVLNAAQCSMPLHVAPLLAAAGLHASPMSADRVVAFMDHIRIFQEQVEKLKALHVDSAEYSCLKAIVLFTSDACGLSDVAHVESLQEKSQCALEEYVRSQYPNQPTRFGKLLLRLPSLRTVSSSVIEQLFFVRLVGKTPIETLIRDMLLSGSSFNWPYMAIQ
# TLR9-MyD88 block – inhibitors of human TLR9-MyD88 binding. Q9NR96+Q99836. CHO BLA complementation TLR9-MyD88, CCF4 FRET ratio. inhibition, % at 4.98 µM. 340,000 compounds, 0.21% hits;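 active means inhibition above the mean over all tested compounds plus 3 SD, cut at about 21% in these data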;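 further: 0% = DMSO only wells and 100% = clavulanate BLA inhibitor control wells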
# SRC2 inh – human SRC2 (NCOA2) inhibition; Q15596; HEK293 GAL4-SRC2 luciferase reporter, luminescence; inhibition, % at 9 µM; 370,000 compounds, 0.17% hits; AID 651957;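 active means inhibition above the mean inhibition of all tested compounds plus 3 SD, set per campaign, cut at about 52% in these data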;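 further: 0% = DMSO treated cells and 100% = cells given Gossypol at 36 µM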
# NCOA3 inh – inhibits human SRC3 coactivator | Q9Y6Q9 | HEK293 GAL4-SRC3 luciferase reporter, luminescence | inhibition, % at 3.6 µM | 360,000 compounds, 0.17% hits;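 active means inhibition above a per-campaign cutoff, the mean of all compounds plus 3 SD, cut at about 60% in these data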;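 further: 0% = DMSO-treated cells and 100% = gossypol-treated cells at 36 µM; higher means less SRC3-driven luciferase light from the GAL4 reporter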
# Granule exo inh – blocks lytic granule exocytosis. TALL-104 LAMP-1 surface exposure, flow cytometry; cells stimulated with thapsigargin and PMA. inhibition, % at 10 µM. 360,000 compounds, 0.66% hits. AID 651702;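 active means inhibition above about 55%, limit read from the data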
# LRH-1 inv ag – inverse agonists of human LRH-1 (NR5A2); 360,000 compounds, 0.13% hits; inhibition, % at 3.6 µM; HEK293T StAR-luciferase reporter, LRH-1 transfected, 24 h;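 active means inhibition above the mean inhibition of all tested compounds plus 3 SD, cut at about 73% in these data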;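 further: 0% = DMSO wells and 100% = reporter-only cells lacking LRH-1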
# NOD2 RIPK2 PPI – blocks binding of human NOD2 to RIPK2. O43353. CHO BLA complementation NOD2-RIPK2, CCF4 ratio. inhibition, % at 4.98 µM. 360,000 compounds, 0.38% hits; in the data active means inhibition above about 21%;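 further: 0% = vehicle only and 100% = reference blocker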
# Target sequence (O43353 whole entry, looked up): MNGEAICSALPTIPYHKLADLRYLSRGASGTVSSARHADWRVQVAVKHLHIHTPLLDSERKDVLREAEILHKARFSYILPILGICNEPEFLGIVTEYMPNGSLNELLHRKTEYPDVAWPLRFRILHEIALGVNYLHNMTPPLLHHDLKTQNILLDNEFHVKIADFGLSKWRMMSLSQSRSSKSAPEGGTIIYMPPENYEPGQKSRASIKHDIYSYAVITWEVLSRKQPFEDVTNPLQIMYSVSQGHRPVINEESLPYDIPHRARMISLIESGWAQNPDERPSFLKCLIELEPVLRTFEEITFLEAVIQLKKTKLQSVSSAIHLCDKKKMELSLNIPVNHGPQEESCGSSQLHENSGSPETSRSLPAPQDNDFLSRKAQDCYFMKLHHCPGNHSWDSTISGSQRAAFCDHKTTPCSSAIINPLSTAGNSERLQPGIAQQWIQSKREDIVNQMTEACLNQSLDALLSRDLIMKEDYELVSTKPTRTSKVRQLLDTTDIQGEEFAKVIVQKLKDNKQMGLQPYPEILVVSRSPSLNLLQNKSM
# TROY signal inh – blocks TROY-dependent signaling in reporter cells | 360,000 compounds, 0.98% hits | inhibition, % at 10 µM | Q293 LMP1-TROYcd NF-kB luciferase reporter, 4 h;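 active means compounds whose plate-normalised and pattern-corrected inhibition of the luciferase reporter signal at the single screening dose is 50% or more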
# NCOA1 inh – inhibitors of human steroid receptor coactivator 1 (SRC1). inhibition, % at 3.6 µM. 360,000 compounds, 0.12% hits. HEK293 GAL4-SRC1 luciferase reporter, luminescence. Q15788. AID 588354;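 active means inhibition above the campaign mean plus 3 SD, with each screening campaign given its own cutoff, cut at about 60% in these data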;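 further: 0% = DMSO treated cells and 100% = gossypol at 36 µM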
# * = called active by the depositor; / = not tested or not shown. Not all compounds are listed, so the mix of outcomes need not match the whole.
molecule	ABHD5-PLIN5 inh	TWEAK-Fn14 inh	NR2F2 inh	TLR9-MyD88 block	SRC2 inh	NCOA3 inh	Granule exo inh	LRH-1 inv ag	NOD2 RIPK2 PPI	TROY signal inh	NCOA1 inh
O=C1CC(=O)CC(c2ccccc2)C1	-3	1	20	4	-7	2	3	8	-4	19	-6
Cc1cc(NC(=O)COC(=O)c2ccc([N+](=O)[O-])cc2Cl)no1	1	7	-23	6	-4	4	4	8	1	1	-17
O=C(CSCc1ccccc1)Nc1ccc(S(=O)(=O)N2CCOCC2)cc1	-13	-9	12	0	5	-1	-2	19	-5	6	-10
N#CC(=C1CCCC1)c1nc(-c2ccccc2)cs1	4	1	-24	10	-31	-130	-1	-137	2	-56	-147
Cc1cc(C)c(S(=O)(=O)N2CCN(S(=O)(=O)N3CCCCCC3)CC2)c(C)c1	-9	-9	4	-5	-17	9	-13	-7	-4	19	-15
CCOC(=O)c1c(O)c2ccccc2n(-c2ccccc2)c1=O	3	-2	20	-7	13	8	0	-2	3	18	-8
O=C(c1ccc2c(c1)C(=O)N(CCCO)C2=O)c1ccc2c(c1)C(=O)N(CCCO)C2=O	-2	5	2	-7	0	-19	1	10	2	15	-11
Cn1c(SCC(=O)Nc2ccc(N3CCOCC3)c(Cl)c2)nnc1C(O)c1ccccc1 (stereo not given)	-1	-5	7	12	-3	2	-1	4	-6	-18	1
CC(Oc1ccc(-c2nccc(-c3ccccn3)n2)cc1)C(=O)NN (stereo not given)	-1	-17	-5	-11	-6	-1	-2	4	10	-15	-23
O=C(CSc1nnc(CCCN2C(=O)c3cccc4cccc(c34)C2=O)n1-c1ccccc1)N1CCCCC1	0	-30	10	4	8	11	0	-7	7	-4	-1

# Record cards, as listed above. Values in the order: ABHD5-PLIN5 inh, TWEAK-Fn14 inh, NR2F2 inh, TLR9-MyD88 block, SRC2 inh, NCOA3 inh, Granule exo inh, LRH-1 inv ag, NOD2 RIPK2 PPI, TROY signal inh, NCOA1 inh
# O=C(c1ccc2c(c1)C(=O)N(CCCO)C2=O)c1ccc2c(c1)C(=O)N(CCCO)C2=O is listed with -2, 5, 2, -7, 0, -19, 1, 10, 2, 15, -11
# CC(Oc1ccc(-c2nccc(-c3ccccn3)n2)cc1)C(=O)NN (stereo not given) is listed with -1, -17, -5, -11, -6, -1, -2, 4, 10, -15, -23

# (listing goes on)
molecule	ABHD5-PLIN5 inh	TWEAK-Fn14 inh	NR2F2 inh	TLR9-MyD88 block	SRC2 inh	NCOA3 inh	Granule exo inh	LRH-1 inv ag	NOD2 RIPK2 PPI	TROY signal inh	NCOA1 inh
COc1ccccc1NC(=O)C1=C(C)Nc2nc(-c3cccs3)nn2C1c1cccc(O)c1 (stereo not given)	0	43	-6	3	-4	12	2	17	-8	-2	0
COCc1cc(C)n(CC(=O)Nc2ccc(N3CCOCC3)cc2)c(=O)c1C#N	-3	-12	25	-8	-22	2	-2	3	5	5	-6
CCOC(=O)C1=C(C)NC(=S)NC1c1ccco1 (stereo not given)	-2	18	7	5	-9	-2	-5	-21	-11	10	-17
CSc1cccc(CN2CCC(n3nccc3NC(=O)C3CC3)CC2)c1	-12	-21	6	1	1	16	-2	9	7	7	18
CCCCCn1c(N2CCN(c3cccc(Cl)c3)CC2)nc2c1c(=O)[nH]c(=O)n2C	0	-13	8	-2	0	-3	6	19	3	13	11
CCS/C(N)=N/N=C/c1cc(C)ccc1O	1	9	-19	-8	-50	-60	-7	-112	5	-65	-103
CCCc1cc(=O)[nH]c(SCC(=O)c2c(N)n(C3CC3)c(=O)[nH]c2=O)n1	1	-5	2	-9	-9	10	-1	0	-10	4	4
CCN(c1cccc(C)c1)S(=O)(=O)c1cccc(C(=O)O)c1	5	4	4	6	2	6	-3	-12	-9	-16	0
CC1Cc2cc(S(=O)(=O)N3CCN(c4cccc(Cl)c4)CC3)ccc2N1C(=O)C1CC1 (stereo not given)	12	15	-4	7	-12	-7	39	20	-3	13	9
CSc1nnc2c(n1)OC(C)=Nc1ccccc1-2	1	1	-7	2	-32	7	-2	10	0	2	-6

# Other structures follow.
molecule	ABHD5-PLIN5 inh	TWEAK-Fn14 inh	NR2F2 inh	TLR9-MyD88 block	SRC2 inh	NCOA3 inh	Granule exo inh	LRH-1 inv ag	NOD2 RIPK2 PPI	TROY signal inh	NCOA1 inh
CCOC(=O)c1c(S(=O)(=O)NCCc2ccccc2)c(C)n(C)c1C	1	-15	3	4	-28	20	22	-14	-3	-3	-8
CCCCCCCCOc1ccc(C2OC34CCCCC3C(C#N)(C#N)C2(C#N)C(=N)O4)cc1 (stereo not given)	-8	-2	/	6	/	-12	4	-10	1	0	7
CC(C)(C)n1nnnc1CN(Cc1ccco1)Cc1cc2cc3c(cc2[nH]c1=O)OCO3	42*	2	-22	-2	-11	4	-4	-1	17	-21	-6
Nc1ccc2oc(-c3cccc(Br)c3)nc2c1	4	-6	/	0	/	-77	-2	-90	2	-26	-74
N#C/C(=C\c1c(N2CCC(C(N)=O)CC2)nc2ccccn2c1=O)S(=O)(=O)c1ccc(Cl)cc1	5	-4	5	-4	-6	19	20	4	4	-6	10
S=c1[nH]nc(-c2ccccc2)n1C1C=CCCC1 (stereo not given)	6	-14	-6	-5	-12	6	0	-7	2	-2	1
Cc1sc[n+](CC(=O)c2ccc(Br)cc2)c1C	-3	-9	-23	-1	-7	2	0	-9	0	9	-2
CC(C)Oc1ccc(S(=O)(=O)N2CCOCC2)cc1NC(=O)C1CCCC1	12	-2	3	0	7	7	2	7	0	-1	-6
Cc1cccc(CN2C[C@]34CC[C@@H](C[C@@H]3S2(=O)=O)O4)c1	3	-5	-19	0	-29	1	6	12	-4	-17	-6
CNCc1ccccc1OCc1ccc(F)cc1	-6	-13	-8	0	23	7	4	13	-3	-5	2

# Continued:
molecule	ABHD5-PLIN5 inh	TWEAK-Fn14 inh	NR2F2 inh	TLR9-MyD88 block	SRC2 inh	NCOA3 inh	Granule exo inh	LRH-1 inv ag	NOD2 RIPK2 PPI	TROY signal inh	NCOA1 inh
Cc1ccc(S(=O)(=O)N2CCOCC2)cc1C(=O)N1C(=O)c2cccc(N)c2C1=O	-2	-3	-6	-1	-7	-12	5	-2	10	5	-2
CC(=O)N1CCN(c2cc(-c3ccccc3)nc3cc(-c4cccc(Cl)c4)nn23)CC1	-5	55*	-5	-6	-4	2	-1	18	-5	34	6
CC(=O)c1c(C)[nH]c(C(=O)CSc2nnc(C)s2)c1C	-9	9	-54	-5	-11	-26	0	-38	2	-1	-30
Cc1ccc2[nH]c3c(c2c1)CN(C(C)C)CC3	-4	-8	2	-12	3	5	14	0	-10	4	8
N=c1c(C(=O)NC2CCCCC2)cc2c(=O)n3ccccc3nc2n1CCc1ccccc1	-1	-34	-18	-7	-9	13	-7	3	-19	2	-10
O=C(NCCN1CCOCC1)/C(=C/c1ccc(F)cc1)NC(=O)c1ccccc1	3	12	-20	-3	-23	11	-12	14	-4	-12	-4
O=C(OCc1c(-c2ccccc2)ncc2ccccc12)c1cccc(Br)c1	6	-22	-5	7	-20	6	3	-4	3	-30	-21
O=C(O)/C(=C\c1cccs1)Sc1nnc(-c2ccc(F)cc2)o1	-8	-7	6	1	7	1	-1	-15	-6	17	-14
CCOC(=O)C1=NNC2(CC(=O)N(c3cccc(C)c3)C2=O)C1 (stereo not given)	2	14	6	5	3	7	-5	7	7	0	4
CC(=O)Nc1ccc(CN2CCN(C3CCCCC3)C(CCO)C2)cc1 (stereo not given)	1	-15	4	0	19	8	0	10	1	-9	8

# (next part)
molecule	ABHD5-PLIN5 inh	TWEAK-Fn14 inh	NR2F2 inh	TLR9-MyD88 block	SRC2 inh	NCOA3 inh	Granule exo inh	LRH-1 inv ag	NOD2 RIPK2 PPI	TROY signal inh	NCOA1 inh
O=C(Cn1nnc(-c2ccc(F)cc2)n1)OCC(=O)c1ccccc1	7	3	16	-12	20	4	-5	11	4	-12	-10
Cc1ccc(C(=O)NNC(=O)C2CCN(c3ncccn3)CC2)cc1	8	3	4	1	-4	12	-7	6	-1	2	9
Cn1c(C(O)C(O)c2ccccc2)nc2ccccc21 (stereo not given)	-3	3	4	-10	4	1	3	13	5	20	2
COc1cccc(NC(=O)C2(S(=O)(=O)c3ccc(Cl)cc3)CC2)c1	-3	-2	-3	4	-3	12	-2	-9	-9	-16	-9
O=C(CN1C(=O)/C(=C\c2ccc(F)cc2)Oc2ccccc21)NCc1ccco1	2	-49	1	-1	13	5	-2	-2	-4	-11	-12
CC(=O)Nc1cccc(-c2nc3ccc(NC(C)=O)cc3[nH]2)c1	2	8	2	4	-3	17	0	17	6	-11	-10
Cc1ncc(CN2CCCC(C(=O)Nc3ccc(-c4cccc(F)c4)cc3)C2)n1C (stereo not given)	4	-10	8	10	-3	-11	12	-20	8	-2	-31
CCCCN1C(=O)NC(c2cccc([N+](=O)[O-])c2)C(C(=O)OCC)=C1C (stereo not given)	3	5	5	4	-33	-1	6	-6	0	-1	-8

# Among those listed so far, 7 have an NH in an aromatic ring:
molecule	ABHD5-PLIN5 inh	TWEAK-Fn14 inh	NR2F2 inh	TLR9-MyD88 block	SRC2 inh	NCOA3 inh	Granule exo inh	LRH-1 inv ag	NOD2 RIPK2 PPI	TROY signal inh	NCOA1 inh
CCCCCn1c(N2CCN(c3cccc(Cl)c3)CC2)nc2c1c(=O)[nH]c(=O)n2C	0	-13	8	-2	0	-3	6	19	3	13	11
CCCc1cc(=O)[nH]c(SCC(=O)c2c(N)n(C3CC3)c(=O)[nH]c2=O)n1	1	-5	2	-9	-9	10	-1	0	-10	4	4
CC(C)(C)n1nnnc1CN(Cc1ccco1)Cc1cc2cc3c(cc2[nH]c1=O)OCO3	42*	2	-22	-2	-11	4	-4	-1	17	-21	-6
S=c1[nH]nc(-c2ccccc2)n1C1C=CCCC1 (stereo not given)	6	-14	-6	-5	-12	6	0	-7	2	-2	1
CC(=O)c1c(C)[nH]c(C(=O)CSc2nnc(C)s2)c1C	-9	9	-54	-5	-11	-26	0	-38	2	-1	-30
Cc1ccc2[nH]c3c(c2c1)CN(C(C)C)CC3	-4	-8	2	-12	3	5	14	0	-10	4	8
CC(=O)Nc1cccc(-c2nc3ccc(NC(C)=O)cc3[nH]2)c1	2	8	2	4	-3	17	0	17	6	-11	-10
